D2 ag = D2 dopamine receptor (human) agonism; P14416; HEK293 T-REx D2 cells, calcium flux agonist mode; activation, % at 2 µM; actives 0.53% (n = 340,000); AID 485358;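 active = activation over 3 SD above normal in the single-dose calcium agonist read, cut at about 30% in these data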; note: 0% is about no effect
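Agonism scored from kinetic calcium signal (1 read/sec, 180 s) following compound pin transfer, after a 10 s baseline. Cells: HEK293 Trex line expressing inducible D2 receptor coupled to calcium, dye-loaded after overnight culture at 30 C.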
RXFP1 antagonist = RXFP1 (human) relaxin receptor antagonism; HEK293-RXFP1, relaxin-stimulated cAMP HTRF, 30 min; hits give low values; actives 0.59% (n = 350,000); Q9HBX9; activity change, negative = inhibition, % at 57.5 µM;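 active = activity change of -60% or lower, but not beyond a set lower limit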; note: % is set by controls: 0 for no effect and ±100 for the full control effect
Target sequence (Q9HBX9 whole entry, looked up): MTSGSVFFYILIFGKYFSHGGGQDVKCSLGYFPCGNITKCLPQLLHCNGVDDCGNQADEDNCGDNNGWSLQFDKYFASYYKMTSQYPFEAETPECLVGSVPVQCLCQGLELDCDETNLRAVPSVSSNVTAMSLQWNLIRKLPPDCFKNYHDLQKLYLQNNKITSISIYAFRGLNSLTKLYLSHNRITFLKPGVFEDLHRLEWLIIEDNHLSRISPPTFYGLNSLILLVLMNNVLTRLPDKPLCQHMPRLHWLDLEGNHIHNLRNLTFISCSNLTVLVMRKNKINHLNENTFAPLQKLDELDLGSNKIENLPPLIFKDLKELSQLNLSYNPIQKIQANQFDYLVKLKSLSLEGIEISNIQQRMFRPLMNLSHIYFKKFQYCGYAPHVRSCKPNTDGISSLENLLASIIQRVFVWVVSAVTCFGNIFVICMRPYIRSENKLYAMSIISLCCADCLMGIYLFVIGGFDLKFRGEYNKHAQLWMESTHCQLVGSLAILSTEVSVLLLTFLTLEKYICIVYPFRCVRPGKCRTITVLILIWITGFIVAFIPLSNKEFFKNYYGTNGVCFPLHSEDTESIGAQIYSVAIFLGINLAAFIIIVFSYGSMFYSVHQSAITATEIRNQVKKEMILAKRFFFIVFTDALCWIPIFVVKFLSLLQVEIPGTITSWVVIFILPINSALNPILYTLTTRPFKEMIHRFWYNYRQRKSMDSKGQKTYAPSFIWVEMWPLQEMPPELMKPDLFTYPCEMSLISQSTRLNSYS
TRHR PAM = TRH receptor (human) allosteric enhancement. P34981. TRHR cells, fluo-8 calcium fluorescence, EC20 TRH enhancement. enhancement, % at 2 µM. actives 0.66% (n = 360,000); in the data active = enhancement above about 30%; note: 0% is about no effect
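TRHR-expressing cells loaded with fluo-8 calcium dye were read kinetically (ex 480/em 530) during compound addition, then stimulated with an EC20 of TRH (10 nM final). Enhancement of the Gq-mediated intracellular calcium response was scored.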
D1 antag = antagonists of human D1 dopamine receptor | HEK293 TREx D1 cells, calcium flux, dopamine EC80; hits give low values | activity change, negative = inhibition, % at 10 µM | actives 3.2% (n = 360,000); in the data active = activity change below about -30%; note: % is set by controls: 0 for no effect and ±100 for the full control effect
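Kinetic fluorescence of a calcium dye serves as the read-out. D1-expressing Hek293 Trex cells, induced overnight at 30 C, are exposed to compound for 180 s before an EC80 dopamine addition, then read 180 s further.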
D1 agonist = human D1 receptor agonism | HEK293 T-REx D1 cells, calcium flux, agonist mode | activation, % at 2 µM | actives 1% (n = 360,000) | AID 504660; note: 0% is about no effect
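Tetracycline-induced HEK293 TREx D1 cells, force-coupled to calcium signalling, were dye-loaded with a no-wash calcium kit. Compound was pin-added after a 10 s baseline. Fluorescence was read kinetically at 1 cycle/s for 180 s, with calcium rises flagged as agonism.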
D2 antagonist = D2 dopamine receptor (human) antagonism; P14416; HEK293 TREx D2 cells, calcium flux, dopamine EC80; inhibition, % at 10 µM; actives 2% (n = 340,000); in the data active = inhibition above about 30%; note: 0% is about no effect
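Dopamine at EC80 is the agonist stimulus; test compounds precede it by 180 s. Calcium flux read kinetically in a force-coupled, inducible HEK293 T-REx D2 cell line.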
TRHR ag = TRH receptor (human) agonism | TRHR cells, calcium flux fluo-8, FDSS agonist mode | activation, % at 2 µM | actives 0.18% (n = 360,000); note: 0% is about no effect
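Read-out: compound-evoked intracellular calcium rise in TRHR cells, fluo-8 dye, kinetic FDSS fluorescence at 1 s/cycle following a 10-cycle baseline. Cells cultured overnight before dye loading (30 min–1.5 h, RT).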
D2 PAM = D2 dopamine receptor (human) potentiation; AID 485347; HEK293 T-REx D2, calcium flux, EC20 dopamine potentiation; actives 0.34% (n = 340,000); potentiation, % at 10 µM;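 active = potentiation over 3 SD above the plate norm, cut at about 30% in these data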; note: 0% is about no effect
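Potentiation of an EC20 dopamine calcium response is measured in a force-coupled, tetracycline-inducible Hek293 Trex D2 line. Compound-only kinetic reads over 180 s flag agonists before dopamine addition.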
D1 PAM = human D1 dopamine receptor positive modulation; potentiation, % at 10 µM; HEK293 TREx D1 cells, calcium flux, dopamine EC20 potentiation; actives 0.036% (n = 360,000); in the data active = potentiation above about 30%; note: 0% is about no effect
The depositor's hits bear a star; x = not tested or not shown. Cut-off read from the data, not from the text of the source, unless noted: active = activation above about 30%; inactive = the rest.

Values run as follows: D2 ag	RXFP1 antagonist	TRHR PAM	D1 antag	D1 agonist	D2 antagonist	TRHR ag	D2 PAM	D1 PAM
O=C(OCC(=O)N1CCOCC1)c1cccc(F)c1
→ -2.0	-1	7	0	-3	-5	-1.0	14	-2
O=C(NC1CCS(=O)(=O)C1)c1ccccc1C(=O)c1ccccc1 (stereo not drawn)
→ -0.6	-3	-12	-4	2	13	-0.4	-8	-2
C=CCn1nc([N+](=O)[O-])nc1Sc1cccc2cccnc12
→ -0.1	-22	8	-17	3	-2	-0.7	12	-3
CN(C)C(=O)Cn1cnc2c(cnn2-c2ccc(F)cc2)c1=O
→ -0.5	3	-1	-1	1	9	0.2	10	-3
O=C(NCc1ccco1)C1CCCN(S(=O)(=O)c2cccc3nonc23)C1 (stereo not drawn)
→ 0.4	-1	2	1	1	-14	-0.5	20	-8
CCCCCn1c(=O)[nH]c2cc(C(=O)NCCCN(CC)CC)ccc2c1=O
→ 0.3	-3	2	14	3	-5	0.8	-1	-4
Cc1cccc(NC(=O)CNC(=O)C(NC(=O)Cc2ccccc2)C(C)C)c1C (stereo not drawn)
→ 1.1	-4	-4	-9	-1	3	-0.6	-2	-7
Cc1ccc(-c2nnn(CC(=O)N3CCN(c4nc5ccccc5s4)CC3)n2)cc1
→ -1.5	-12	1	-9	4	-7	-0.4	5	-1
CCOC(=O)CSc1nc2c(c(=O)[nH]1)C(C)(CC)Cc1ccccc1-2 (stereo not drawn)
→ 0.5	-13	-1	20	0	-19	-1.4	12	-5
Cc1c(Cc2ccc3c(c2)OCO3)sc(NC(=O)c2cccc3ccccc23)c1C(N)=O
→ 0.6	-4	5	-12	-1	0	0.5	1	2
CCOc1ccc(C(=O)NCC(=O)Nc2ccc3c(c2)OCO3)cc1OCC
→ 0.0	-6	13	-14	1	-10	-0.1	-10	1
O=c1c2c(nc3nc(NCc4cccc(Cl)c4)[nH]n13)CCC2
→ -0.3	-12	-2	14	-3	1	0.7	-1	-1
COc1ccccc1C(=O)NC(CCSC)C(=O)OCC(=O)NC(=O)NCc1ccco1 (stereo not drawn)
→ 0.2	-20	29	-16	1	-2	-0.7	4	-6
Cc1cc2cc(CN(Cc3ccc4c(c3)OCO4)C(=O)c3cnccn3)c3nnnn3c2cc1C
→ 0.3	-18	-8	-11	2	4	-0.3	-2	0
Cc1ccc(OCC(=O)c2ccc(Cl)s2)c([N+](=O)[O-])n1
→ -3.5	-15	11	-19	3	-3	0.4	3	-2
COc1ccc(N2CCN(C(=O)c3ccncc3)CC2)cc1
→ 0.6	-1	1	-3	7	14	-0.4	1	-7
Cc1ccc(NC(=O)c2ccc(OC(=O)CCN3C(=O)c4ccccc4C3=O)cc2)cc1
→ 1.0	-7	9	3	7	1	0.8	4	-7
O=C(COc1ccccc1)NC(Cc1c[nH]c2ccccc12)C(=O)O (stereo not drawn)
→ -0.3	2	0	-8	1	-5	0.5	3	0
Cc1cc2c(s1)c1cnn(Cc3cccc(Br)c3)c(=O)c1n2C
→ x	x	1	-13	-1	x	-2.5	x	1
CCc1cccc(NC(=O)CCCCCC2NC(=O)NC2C)c1 (stereo not drawn)
→ -0.3	-9	-4	4	3	-16	0.1	-2	-5
COc1cc(/C=C\C(=O)NCc2ccc3[nH]c(C)cc3c2)cc(OC)c1OC
→ -1.6	0	-7	-23	0	9	-0.1	1	-3
COc1ccc2nc(NC(=O)c3ccc(NS(=O)(=O)c4cccs4)cc3)sc2c1
→ -1.3	-7	1	-2	4	1	-1.5	0	-4
Cc1ccc(NC(=O)CCC(=O)N2CCN(S(=O)(=O)c3ccc(C)cc3)CC2)cc1
→ -0.4	-1	-3	-10	0	1	-1.2	7	-4
Cc1cc(=O)cc(C)n1-c1ccccc1N
→ 0.2	-2	-5	-15	3	-4	2.1	6	-7
COc1cccc(CC2(CO)CCN(Cc3cccn3-c3cccnc3)CC2)c1
→ -1.0	-16	-6	-5	3	-14	-0.2	-2	-2
COc1ccc(S(=O)(=O)NCC(c2ccc3c(c2)OCO3)N2CCN(c3ccccc3)CC2)cc1 (stereo not drawn)
→ 66*	-16	-2	-8	1	73*	0.3	-26	-8
COc1ccc(C(=O)CSc2nc(C(C)(C)C)nc3ccccc23)cc1
→ x	-11	6	2	13	x	2.4	x	-2
Cc1csc(NC(=O)C2CCN(C(=O)CSc3nnc(C)n3Cc3ccccc3)CC2)n1
→ 1.0	8	-1	3	1	-10	0.3	14	-3
O=C1NC(=S)S/C1=C/c1ccc(N2CCOCC2)o1
→ 13	-28	6	-3	7	4	-0.9	3	2
COc1cc(CN2CCCCCC2)cc(OC)c1OC
→ -1.6	-2	0	-4	8	14	0.1	-9	0

The closing 7 entries of the section above are carried over, then new ones follow.
Values run as follows: D2 ag	RXFP1 antagonist	TRHR PAM	D1 antag	D1 agonist	D2 antagonist	TRHR ag	D2 PAM	D1 PAM
Cc1cc(=O)cc(C)n1-c1ccccc1N
→ 0.2	-2	-5	-15	3	-4	2.1	6	-7
COc1cccc(CC2(CO)CCN(Cc3cccn3-c3cccnc3)CC2)c1
→ -1.0	-16	-6	-5	3	-14	-0.2	-2	-2
COc1ccc(S(=O)(=O)NCC(c2ccc3c(c2)OCO3)N2CCN(c3ccccc3)CC2)cc1 (stereo not drawn)
→ 66*	-16	-2	-8	1	73*	0.3	-26	-8
COc1ccc(C(=O)CSc2nc(C(C)(C)C)nc3ccccc23)cc1
→ x	-11	6	2	13	x	2.4	x	-2
Cc1csc(NC(=O)C2CCN(C(=O)CSc3nnc(C)n3Cc3ccccc3)CC2)n1
→ 1.0	8	-1	3	1	-10	0.3	14	-3
O=C1NC(=S)S/C1=C/c1ccc(N2CCOCC2)o1
→ 13	-28	6	-3	7	4	-0.9	3	2
COc1cc(CN2CCCCCC2)cc(OC)c1OC
→ -1.6	-2	0	-4	8	14	0.1	-9	0
COc1ccc(NC(=O)c2ccc(S(=O)(=O)N3CCCC3)cc2)cc1OC
→ -0.2	-4	-4	-6	3	1	3.4	3	-8
CC(C)CNC(=O)N[C@@H](CC(C)C)C(=O)O
→ -0.3	17	7	2	2	-7	0.3	-5	-8
CC(=O)NC(Cc1ccccc1)c1ccc2c(c1)OCCCO2 (stereo not drawn)
→ 0.1	-1	4	5	5	-29	0.7	8	0
COc1cccc(C2/C(=C(/O)c3cnn(-c4ccccc4)c3C)C(=O)C(=O)N2CCN(C)C)c1OC (stereo not drawn)
→ 1.0	-1	-12	-18	3	28	-0.2	-7	1
Cc1ccc(-n2c3c(cc(C(=O)Nc4cccc(Cl)c4)c2=O)C(=O)CC(C)(C)C3)cc1
→ -1.1	-1	4	21	3	x	0.1	3	1
Cc1c(-c2nc3ccccc3[nH]2)cnn1C
→ 0.3	-5	13	-30*	1	-20	0.4	-7	-2
O=C(CCn1nc(-c2ccccc2)ccc1=O)N1CCN(c2ccccn2)CC1
→ -2.3	-11	5	-7	1	-1	-0.1	9	-4
CCCCCCCCn1c(N2CCN(c3cccc(Cl)c3)CC2)nc2c1c(=O)[nH]c(=O)n2C
→ 0.5	-9	5	-7	4	-4	-0.1	0	4
O=C(COC(=O)Cc1cccc(C(F)(F)F)c1)Nc1ccc2c(c1)OCCO2
→ -0.6	-4	-1	7	1	3	0.1	-9	-3
O=C(Cc1n[nH]c(=O)c2ccccc12)Nc1cc(C(F)(F)F)ccc1-n1cncn1
→ 0.6	-20	1	3	2	12	0.2	3	3
Cc1cc(C)c2nc(-c3cccnc3)cc(C(=O)Nc3ccc(S(=O)(=O)Nc4onc(C)c4C)cc3)c2c1
→ -1.4	8	2	-3	1	3	-0.9	-1	-2
COc1ccc2c(c1)c1c(c(=O)n(CCc3ccccc3)c(=O)n1Cc1ccc(F)cc1)n2C
→ -0.7	x	14	14	2	x	-0.9	14	-2
Cc1cccc(N2C(=O)CSC23C(=O)N(CC(=O)NCCc2ccccc2)c2ccccc23)c1 (stereo not drawn)
→ x	x	13	-1	4	x	-2.3	3	-8
COC(=O)c1ccc(NC(=O)CNc2ccccc2)cc1
→ 1.0	-4	2	1	2	15	-1.5	4	-2
COc1ccc(Br)cc1CN(C)C(=O)Cc1ccc(OC)c(S(=O)(=O)N2CCOCC2)c1
→ 0.0	5	0	32	2	12	-0.9	17	-3
Cc1ccc(Cl)cc1NC(=O)C(C)n1nnc2sc(-c3ccccc3)cc2c1=O (stereo not drawn)
→ -0.3	-12	5	-2	0	x	0.3	-5	-1
Cc1onc(-c2ccccc2Cl)c1C(=O)Nc1ccc(S(=O)(=O)N2CCCC2)cc1
→ -0.7	x	-8	-11	6	5	0.8	15	-1
O=C(CSc1nc2ccccc2n1CCc1ccccc1)NC1CC1
→ -0.3	5	0	2	2	14	-0.5	-8	5
CC(C)N(Cc1ccccc1)C(=S)NC1CCCCC1
→ -2.1	-35	0	-31*	5	-11	0.0	14	-15
COc1ccc(C2/C(=C(/O)c3ccc(C)cc3)C(=O)C(=O)N2C)c(OC)c1 (stereo not drawn)
→ 0.9	-2	-4	0	4	-12	0.5	-6	1
Cc1cc(Cl)ccc1OCc1nnc(-c2ccccc2C)o1
→ 0.6	-8	19	32	3	27	0.4	6	-5
COc1ccc(/C=C2\SC(=S)N(CCCCCC(=O)Nc3cc(C)on3)C2=O)cc1OC
→ 0.8	-1	2	12	0	12	0.2	8	0
O=C(CCSc1ccc(Cl)cc1)NC1CCCCC1
→ 0.1	x	-5	-11	13	12	-0.3	8	-3
COCCCNC(=O)CN(CCc1ccccc1)S(=O)(=O)c1ccc(OC)cc1
→ 0.0	-6	-9	-6	1	-6	-0.2	17	0
Cc1cnc(C(=O)Nc2ccc3c(c2)CCC3)cn1
→ 0.0	3	-2	-25	0	6	-0.4	-11	-2
CCOc1ccc(NC(=O)c2ccc(CNc3c(NC4CCCCC4)c(=O)c3=O)cc2)cc1
→ 1.1	x	-1	-11	-1	-4	0.2	-7	-9
O=C(CCl)N=c1sccn1Cc1cccc2ccccc12
→ -0.8	0	0	-13	1	-5	1.4	3	-2
CC1(C)CC(=O)N(c2ccc(Cl)cc2Cl)C(=O)C1
→ 0.0	0	-8	-13	2	14	0.3	-4	-10
COc1ccccc1OCCNc1nc2c(c(=O)n(C)c(=O)n2C)n1C
→ 0.7	-8	6	0	0	-31	0.3	-6	-6
O=C(Cc1nn[nH]n1)Nc1ccc(F)cc1F
→ 0.8	-4	-12	1	4	-1	2.4	11	-2
CCn1c(C)cc(/C=C2/NC(=O)N(CC(=O)Nc3cccc(C)c3)C2=O)c1C
→ 0.4	x	5	3	1	-6	0.2	-2	-4
COc1cccc(NC(=O)CN2CCN(CC(=O)Nc3ccccc3Cl)CC2)c1
→ 1.5	-9	0	6	1	-2	-0.2	-3	3
CCOc1ccc(-n2c(=O)c3sccc3n(CC(=O)Nc3cccc(OC)c3)c2=O)cc1
→ 1.2	-5	-2	-5	4	17	0.4	-3	1
NC(=O)COC(=O)c1ccc(-c2ccccc2)cc1
→ -0.6	-5	-2	-13	8	-3	0.1	8	5
